Bioassay records deposited in PubChem by Sanford-Burnham Center for Chemical Genomics.
SENP1 inh: inhibitors of human SENP1 SUMO protease catalytic domain; recombinant SENP1 catalytic domain, CyPet-SUMO1-YPet FRET cleavage; inhibition, % at 10 µM; 0.21% of 360,000 active;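 active = inhibition at least 30% at 10 µM, raw YFP signal under a set limit, fluorescence ratio 0.5 to 1.5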;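 note: 0% = enzyme with DMSO and 100% = no enzyme wells; some results filed as inactive read as strong as hits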
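Test system: hSENP1 catalytic domain, recombinant; Amount: 20 pM final SENP1 enzyme; Medium: Tris pH 8 buffer plus EDTA, NaCl, BME, BSA, NP40, catalase; Schedule: 50 min enzyme reaction, room temperature, light-protected; Technique: FRET fluorescence in CFP and YFP emission channels; Controls: no-enzyme wells low, DMSO-plus-enzyme wells high control.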
SENP8 block-1: SENP8 protease inhibition; purified SENP8, Z-RLRGG-aminoluciferin cleavage, luminescence; inhibition, % at 10 µM; 1.2% of 330,000 active; AID 2540; in the data active = inhibition above about 50%
SENP6 block: SENP6 protease inhibition | AID 2599 | Recombinant SENP6 catalytic domain, aminoluciferin luminescence | 1.8% of 330,000 active | inhibition, % at 10 µM;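 active = inhibition above about 50% at the single tested dose, limit read from the data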;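 note: plate controls were DMSO wells with enzyme for no effect and DMSO wells lacking enzyme for full effect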
SENP7 block: inhibitors of human SENP7 protease | Q9BQF6 | recombinant SENP7, Z-RLRGG-aminoluciferin luminescence, 40 min | inhibition, % at 5 µM | 1.5% of 330,000 active | AID 434973;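 active = inhibition above about 50% at the single test dose, limit read from the data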;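 note: plate controls were DMSO with enzyme for no effect and no enzyme buffer wells for full effect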
Apaf1 inhib: human Apaf-1 inhibition | 0.71% of 330,000 active | inhibition, % at 20 µM | reconstituted apoptosome caspase-3 activity, DEVD-Rh110 fluorescence | O14727; active = inhibition of at least 40% at 20 µM;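 note: plate controls were DMSO wells for no effect and DEVD-CHO caspase inhibitor wells for full effect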
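Material: reconstituted apoptosome with Apaf-1, cytochrome c, caspase-9, procaspase-3, dATP. Technique: Rh110 fluorescence intensity. Buffer or medium: pH 7.5 Hepes buffer with CHAPS, BSA, DTT. Times: 30 min plus 50 min, RT.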
HKDC1 inh: inhibitors of human hexokinase HKDC1. Q2TB90. recombinant HKDC1, G6PDH/diaphorase resazurin coupled fluorescence. inhibition, % at 20 µM. 0.16% of 340,000 active. AID 493160;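 active = inhibition above about 35% when tested at 20 µM, limit read from the data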;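 note: plate controls were DMSO wells with enzyme for no effect and DMSO wells lacking enzyme for full effect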
Target sequence (Q2TB90 whole entry, looked up): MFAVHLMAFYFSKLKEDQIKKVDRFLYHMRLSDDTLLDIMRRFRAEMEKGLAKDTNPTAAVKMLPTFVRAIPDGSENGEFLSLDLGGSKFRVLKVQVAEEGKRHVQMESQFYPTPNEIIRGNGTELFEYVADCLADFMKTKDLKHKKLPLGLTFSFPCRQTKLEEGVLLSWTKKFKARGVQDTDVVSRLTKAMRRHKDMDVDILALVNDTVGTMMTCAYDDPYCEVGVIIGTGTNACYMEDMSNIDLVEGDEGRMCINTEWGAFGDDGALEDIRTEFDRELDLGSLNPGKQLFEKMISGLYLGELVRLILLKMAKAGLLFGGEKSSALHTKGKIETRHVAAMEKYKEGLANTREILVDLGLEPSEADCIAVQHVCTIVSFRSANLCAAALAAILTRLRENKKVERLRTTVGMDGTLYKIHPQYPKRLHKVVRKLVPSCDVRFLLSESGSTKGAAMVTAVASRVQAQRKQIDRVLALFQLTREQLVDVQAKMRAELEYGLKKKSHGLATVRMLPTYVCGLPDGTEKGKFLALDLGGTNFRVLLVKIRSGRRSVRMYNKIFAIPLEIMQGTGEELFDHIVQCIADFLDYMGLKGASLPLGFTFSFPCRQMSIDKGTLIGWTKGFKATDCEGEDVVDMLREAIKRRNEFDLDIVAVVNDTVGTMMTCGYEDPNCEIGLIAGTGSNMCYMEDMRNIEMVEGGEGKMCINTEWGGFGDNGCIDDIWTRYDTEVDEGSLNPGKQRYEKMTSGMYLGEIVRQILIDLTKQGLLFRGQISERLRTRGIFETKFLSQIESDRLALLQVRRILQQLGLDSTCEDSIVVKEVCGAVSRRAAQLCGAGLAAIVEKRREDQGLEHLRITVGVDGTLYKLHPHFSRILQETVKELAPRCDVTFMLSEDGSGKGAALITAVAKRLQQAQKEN
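Test system: Recombinant HKDC1 (HK5) hexokinase enzyme, produced in-house | Input: HKDC1 at 5 µg/mL | Buffer or medium: Tris pH 8.0 buffer with MgCl2, Tween-20, BSA, BME | Schedule: 90 min reaction incubation at room temperature, dark | Technique: Resazurin-to-resorufin fluorescence via G6PDH and diaphorase coupling, 525/613 nm | Controls: DMSO wells with and without enzyme mix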
SENP8 block-2: SENP8 (human) protease inhibition. Q96LD8. recombinant SENP8, Nedd8 substrate fluorescence. inhibition, % at 20 µM. 0.64% of 360,000 active. AID 602440; in the data active = inhibition mostly above about 40%, no sharp cut-off; inactive = mostly below about 27%
PfGluPho inh: PfG6PD (Plasmodium falciparum) enzyme inhibition. inhibition, % at 20 µM. PfGluPho enzyme, NADPH resazurin-diaphorase fluorescence. 0.78% of 350,000 active;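 active = inhibition reaching at least a set limit at 20 µM in the primary screen, cut at about 59% in these data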;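 note: 0% = DMSO wells with substrate and 100% = DMSO wells lacking glucose-6-phosphate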
NLRP3 yeast inh: NALP3 inhibition in yeast; Yeast reconstituted NLRP3/ASC/caspase-1, beta-gal luminescence, 24 h; 0.39% of 330,000 active; inhibition, % at 10 µM; AID 2825;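 active = inhibition of 50% or more; inactive = inhibition below 50%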;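 note: plate controls were induced DMSO wells for no effect and uninduced yeast grown without galactose for full effect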
Starred values were filed as active, the others as inactive; i = inactive; . = not tested or not shown.

compound | SENP1 inh | SENP8 block-1 | SENP6 block | SENP7 block | Apaf1 inhib | HKDC1 inh | SENP8 block-2 | PfGluPho inh | NLRP3 yeast inh
CCc1nnc(NC(=O)CSc2nnc(C3CCCCC3)n2-c2cccc(Cl)c2)s1 | 2 | -13 | -10 | -1 | 22 | 5 | 27 | -17 | 10
COc1ccc(C2=CC3=C(Br)C(=O)C(C)(OC(=O)c4cccs4)C(=O)C3=CO2)cc1 (stereo not given) | -39 | -15 | -13 | -4 | 28 | 50* | -124 | 13 | -2
Cc1ccc(N2CCN(S(=O)(=O)N3CCCCCC3)CC2)cc1Cl | -1 | -5 | 4 | -6 | -9 | -9 | 9 | 2 | 10
COc1ccc(/C=C/C(=O)Nc2cccc(S(=O)(=O)N3CCOCC3)c2)cc1OC | -2 | -3 | -2 | -2 | 17 | 1 | i | 1 | 5
CN(Cc1c(C(=O)N/N=C/c2cccc(F)c2)nnn1-c1nonc1N)C1CCCCC1 | 3 | 2 | 5 | 10 | 12 | -1 | 12 | -7 | 1
CCOc1ccc(OCC(=O)N2CCC3(CC2)CC(=O)c2ccccc2O3)cc1 | -1 | -13 | -23 | 18 | 9 | -5 | -18 | -43 | 16
Cn1cc(C(CC(=O)O)C(=O)O)c2ccccc21 (stereo not given) | -5 | 3 | 4 | 10 | -3 | 11 | 0 | 5 | 0
CC1(C)NC(=O)N(CCOCCOc2ccccc2)C1=O | 2 | -11 | -9 | -7 | -2 | 0 | 25 | -16 | 2
O=C(O)/C(=C/c1ccco1)NC(=O)c1ccccc1 | 0 | 2 | 4 | 2 | -2 | -4 | 17 | -14 | 15
COC(=O)[C@H](C(C)C)n1c(C)c(C(C)=O)c(C(C)=O)c1C | 1 | -7 | -5 | -7 | 3 | -1 | 26 | -1 | 10
C[C@@H]1CC=C[C@H]2[C@H]1C(=O)N(Cc1ccccc1)[C@H]2c1ccc(-c2ccc(F)cc2)cc1F | 3 | 1 | -8 | 1 | 23 | 2 | 3 | 16 | 11
CC[C@H]1C(=O)[C@@H](Cc2ccccc2)[C@@H]2CCN3C(=O)CCC[C@H]1[C@H]23 | 2 | . | . | . | . | -5 | 15 | 2 | .
COc1ccccc1C(=O)COC(=O)CCN=C1NS(=O)(=O)c2ccccc21 | 0 | 8 | -3 | 4 | -4 | 1 | -3 | -1 | 6
COc1ccc(NC(=O)CSc2nnc(C)n2Cc2ccccc2)cc1 | 4 | 0 | -3 | 1 | -1 | -1 | 12 | -29 | -9
O=C(Nc1nc(-c2ccccc2)c(C(=O)c2ccccc2)s1)c1ccc(S(=O)(=O)N2CCCC2)cc1 | -54 | 3 | 1 | -3 | -13 | 13 | -15 | -35 | 23
CCNc1c([N+](=O)[O-])ncn1C | 2 | 6 | 1 | 4 | -16 | -6 | 14 | 1 | 6
Cc1cc(S(=O)(=O)N2CCCOC2CNC(=O)C(=O)NCc2cccs2)ccc1F (stereo not given) | 2 | 3 | -1 | -2 | -6 | -1 | 10 | 4 | 15
COc1cccc(-n2nnc3c(=O)n(CC(=O)Nc4ccc(C)cc4)cnc32)c1 | -2 | 1 | -18 | -9 | -23 | -1 | 17 | -5 | 2
CN1CCN(CCOCCOc2c(Cl)cc(Cl)cc2Cl)CC1 | 1 | 1 | -12 | -2 | 3 | -1 | 12 | -9 | 26
N#CC1=C(S)N(c2ccccc2)C(c2ccc(-c3cccc(Cl)c3)o2)NC1=O (stereo not given) | -17 | 1 | 15 | 5 | -11 | 31 | -26 | 15 | 13
CCCCc1nc(NCCN)c(C#N)c2c1CSC(C)(C)C2 | -5 | -10 | -11 | 5 | 16 | 1 | -459 | -3 | 28
COCCCN1CN(S(=O)(=O)c2cccs2)c2nc3ccccc3nc21 | -6 | 3 | 0 | 1 | -10 | -3 | -352 | 1 | 6
Cc1ccc(S(=O)(=O)NCCC(=O)NNC(=O)c2ccccc2O)cc1C | -1 | -3 | -9 | 14 | -1 | -4 | -294 | -29 | 4
Cc1ccnn1-c1ccc(C(=O)N2CCCN(S(=O)(=O)c3ccc(F)cc3)CC2)cc1 | 0 | 0 | -5 | 0 | 2 | -4 | 10 | 1 | 15
Cc1ccc(C)c(-c2cc(C(=O)N/N=C/c3cccnc3)c3ccccc3n2)c1 | 1 | -1 | -9 | 0 | 23 | -5 | 2 | 3 | 2
COc1ccccc1CCC(=O)Nc1ccc(OC)c(S(=O)(=O)N2CCCCC2)c1 | -2 | 6 | 2 | 3 | 8 | 0 | 16 | -5 | -1
O=C1N(Cc2cccnc2)C[C@@H]2C[C@@H](c3ccccc3C#Cc3ccccc3)N3CCC[C@@]123 | -3 | -7 | -2 | -13 | 5 | 3 | -11 | 0 | -8
CC(CCc1ccccc1)NC(=O)C1CC1 (stereo not given) | 1 | -2 | -13 | 4 | -10 | 4 | 17 | -8 | 9
COc1ccc(CNC(=O)c2csc3c2CCCC3)cc1 | 2 | -6 | -17 | -2 | 10 | 7 | 11 | 13 | 45
O=C(NNS(=O)(=O)c1cccc(Cl)c1)c1cc(-c2ccc(F)cc2)nc2ccccc12 | 1 | 20 | -21 | 2 | 3 | -3 | -202 | -32 | -7
Cc1ccc(F)c(NC(=O)c2cncn2-c2ccccc2)c1 | 1 | -6 | -28 | 2 | 9 | 5 | 10 | -12 | 19
O=C(COc1ccccc1F)NC1CCN(Cc2ccccc2)CC1 | 1 | 0 | 4 | -7 | 12 | -5 | 16 | -2 | 17
Cn1nnnc1SC(C(=O)Nc1cccc(C(F)(F)F)c1)c1ccccc1 (stereo not given) | -1 | -1 | -16 | -1 | 19 | 0 | 2 | -14 | 11
CCOC(=O)c1cc2sc(C)cc2n1CC(=O)NCCc1ccccc1 | 1 | -11 | -21 | 11 | -4 | 6 | 15 | 9 | 14
COC(=O)c1[nH]c2ccc(F)cc2c1NC(=O)CCN1CCN(Cc2ccc3c(c2)OCO3)CC1 | 2 | . | . | . | . | 6 | i | -9 | .
CCc1sc(C(=O)NCc2ccco2)cc1C | -4 | -2 | -25 | 3 | 6 | -3 | -1 | 2 | 33
O=c1c2c(nc3nc(NCc4ccccc4Cl)[nH]n13)CCC2 | . | -2 | -5 | -5 | -1 | . | . | . | 14
Cc1cc[n+](CC(=O)c2ccc(NC(=O)c3ccccc3)cc2)c2ccccc12 | 12 | -7 | -28 | -5 | 22 | -8 | 11 | 9 | 10
CC(=O)Nc1ccc2nc3ccccc3nc2c1 | -34 | -5 | 5 | 9 | 50* | 16 | -245 | -9 | 31
COc1cc(CNc2ccc3[nH]c(=O)[nH]c3c2)ccc1OCc1cccc(C)c1 | 0 | -4 | -12 | 8 | 6 | 1 | -50 | 33 | 19
O=C1CCCc2c1cc(C(=O)NC1CCSC1=O)c(=O)n2-c1ccccc1 (stereo not given) | 10 | 3 | -9 | 6 | 9 | 0 | -86 | -6 | -1
CCOC(=O)NN1C(=O)c2ccccc2NC1c1ccccc1F (stereo not given) | -2 | 4 | 3 | -2 | -4 | -8 | -364 | -16 | 7
O=C(Nc1ccc(F)cc1F)c1sccc1SCc1cccc(C(F)(F)F)c1 | 0 | 4 | -5 | 5 | 16 | 1 | 13 | 34 | 6
CSc1nc(-c2ccccc2)nc(C(C)C)n1 | 0 | 0 | 16 | -1 | 7 | 1 | 19 | -9 | 14
Cn1c(SCC(=O)NCc2cccs2)nnc1-c1ccc(O)cc1 | 2 | 3 | -18 | 1 | 2 | -10 | 8 | -14 | 5
CCOc1ccc(C(=O)O)cc1OC | -1 | 2 | -2 | -6 | -2 | -6 | 11 | 3 | 14
CCOC(=O)c1c(C)c(C(=O)NCc2ccco2)c(C)n1C | 3 | 6 | 11 | 3 | -11 | 15 | 8 | 3 | 21
Cc1cc2[nH]c(=O)c(=O)[nH]c2cc1S(=O)(=O)Nc1cccc(C)c1C | 0 | -5 | -19 | -16 | -15 | 7 | -257 | 13 | 12
Nc1nnc(SCC(=O)OCC(=O)Nc2ccccc2)s1 | 2 | 2 | -2 | 3 | -10 | -8 | 12 | -10 | 6
COc1ccc(-c2nc(CS(=O)CC(=O)NCc3ccccc3)c(C)o2)cc1OC (stereo not given) | 4 | 8 | 5 | 6 | 4 | 7 | -7 | -16 | 4
COc1ccc(OC)c(C(c2c(C)[nH][nH]c2=O)c2c(C)[nH][nH]c2=O)c1 | 1 | 8 | 7 | 1 | 8 | 0 | 33 | 0 | 16
CCC(CC)NC(=O)Cn1c(C(C)NC(C)=O)nc2ccccc21 (stereo not given) | 1 | -12 | -20 | -3 | 2 | 5 | 16 | -23 | 5
CCOC(=O)C1=C(C)N=C2SCCC(=O)N2C1c1cccs1 (stereo not given) | 3 | -6 | -4 | 0 | 5 | -4 | 18 | -9 | 12
CCOC(=O)c1c(NC(=O)COC(=O)c2ccc(Cl)nc2)sc(C(=O)N(C)C)c1C | -1 | -5 | 2 | -2 | 9 | -11 | -17 | 1 | 15
CCOC(=O)CNC(=O)C(CO)NC(=O)OCc1ccccc1 (stereo not given) | 0 | -8 | -28 | -3 | 2 | -2 | 4 | 6 | 0
CN1CCN(c2ccc(C(=O)c3ccccc3)cc2[N+](=O)[O-])CC1 | 2 | -9 | -24 | 11 | 5 | 16 | 32 | -8 | 18
O=C(CCNC(=O)C1CCN(S(=O)(=O)c2ccc(F)cc2)CC1)Nc1nccs1 | 1 | -8 | 8 | 1 | -15 | 0 | 19 | 1 | 6
CCc1ccccc1C1C(=O)c2ccccc2C1=O | -2 | 6 | 3 | 5 | -11 | -2 | 16 | -6 | 15
CC(C)(O)C#Cc1ccc(C(=O)Nc2ccc3c(c2)OCO3)s1 | 2 | 44 | 48 | 43 | 14 | 3 | 10 | 6 | 11
CCCCCCCC1=CC2=CC(=O)C(C)(OC(C)=O)C(=O)C2=CN1CCc1ccccc1 (stereo not given) | . | -2 | 8 | -2 | -4 | -5 | . | -14 | 12

Other structures follow:
compound | SENP1 inh | SENP8 block-1 | SENP6 block | SENP7 block | Apaf1 inhib | HKDC1 inh | SENP8 block-2 | PfGluPho inh | NLRP3 yeast inh
CN(C)CCn1c2c(c(SCC(=O)Nc3cccc4ccccc34)nc1=O)CCC2 | -1 | -6 | -18 | -3 | -2 | 0 | -46 | 9 | 13
CCN1CCN(S(=O)(=O)c2ccc(OC)c(NC(=O)c3ccccc3F)c2)CC1 | 1 | 6 | -8 | -1 | 10 | -1 | 8 | 3 | 13
O=S(=O)(CC(CN1CCCCC1)N1CCCCC1)c1ccccc1 (stereo not given) | 2 | -7 | -5 | -7 | -12 | -8 | 6 | -7 | 10
COc1cc(NC(=O)COc2ccc3c(C)cc(=O)oc3c2C)cc(OC)c1OC | 5 | 0 | 7 | 5 | 8 | 2 | -12 | -6 | 7
